# Autofluor 339 = intrinsic fluorescence of library compounds, ex339/em460 – biochemical, MLSMR library, data from DPM-DC assay, artefact control, profiling panel; compound autofluorescence, ex339/em460 nm, NADH buffer; active compounds read high; 1 = no-compound wells, NADH background; fluorescence fold increase at 10 µM; 5.5% of 65,000 active;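 active = at 10 µM, mean starting fluorescence two-fold or more over control wells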;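 note: signal is the first read of a kinetic run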
# Abs 340nm = compound light absorbance at 340 nm, profiling panel, artefact control, biochemical, MLSMR library, data from PS, PMK, MK assays. compound absorbance at 340 nm, fold over control. fold change at 10 µM. 65,000 tested, under 10 active. AID 708, 2007;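 active = at 10 µM dose, initial 340 nm absorbance at least 2 fold that of control wells; inactive = change under 2 fold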;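 note: initial absorbance extrapolated from kinetic A340 decline of NADH oxidation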
# 5HT1E antag = 5-HT1E receptor antagonists, primary screen, cell-based, HTS | 5-hydroxytryptamine receptor 1E (Homo sapiens), P28566 | CHO 5-HT1E Ga15 NFAT-bla reporter, FRET, antagonist | inhibition, % at 6 µM | 0.99% of 65,000 active;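 active = inhibition above a set limit, the mean inhibition across every tested compound plus 3 SD, cut at about 29% in these data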;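 note: signal is the 460 over 535 nm emission ratio of beta-lactamase substrate; 0% = agonist plus DMSO wells and 100% = wells without agonist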
# 5HT1E ag = 5-HT1E receptor agonists, primary screen, cell-based, HTS | CHO 5-HT1E Ga15 NFAT-bla reporter, FRET; 0% DMSO wells, 100% control agonist wells | activation, % at 6 µM | 0.69% of 65,000 active | AID 574, 2007;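 active = activation above a set limit, the screen-wide mean activation plus 3 SD, cut at about 8.5% in these data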;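 note: 100% = positive control agonist at 1 µM giving full maximal response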
# S1P1 ag-PAM = S1P1 agonists and agonism potentiators, primary screen, cell-based, primary and confirmation screens, CRE-bla reporter; 0.57% of 56,000 active; S1P1 CRE-bla cells, forskolin, beta-lactamase FRET, potentiator mode; S1P1 agonist co-added at EC20, 2 nM; 100% = saturating reference agonist, 0% = basal; activation, % at 9.5 µM; AID 449, 2006; Sphingosine 1-phosphate receptor 1 (Homo sapiens), P21453;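 active = activation above a cutoff set at the mean activation of all tested compounds plus 3 SD, cut at about 54% in these data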;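 note: forskolin at 4 µM as EC80 and the EC20 agonist is SEW2871; 100% = SEW2871 at its EC100 plus forskolin at EC80; some compounds past the cut are filed as inactive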
# MMP-13 inhibitor = human MMP13 inhibitors, primary screen, biochemical, FRET peptide cleavage; MMP-13 fTHP FRET cleavage, Mca fluorescence; AID 570, 2006; Collagenase 3 (Homo sapiens), P45452; 0.07% of 65,000 active; inhibition, % at 4 µM;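 active = inhibition above the mean of compound-free control plate wells plus 3 SD, cut at about 14% in these data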;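 note: 0% = DMSO wells and 100% = wells with reference MMP-13 inhibitor after basal subtraction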
# 5HT1a antag = human 5-HT1a receptor antagonists, primary screen, cell-based, CHO, Ga15 NFAT-bla reporter; 5-hydroxytryptamine receptor 1A (Homo sapiens), P08908; CHO 5-HT1a Ga15 NFAT-bla reporter, antagonist mode; inhibition, % at 10 µM; 0.68% of 62,000 active;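 active = inhibition above the mean of all tested compounds plus 3 SD, cut at about 43% in these data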;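 note: receptor stimulated by 5-CT agonist at 100 nM near EC80; beta-lactamase reporter measured by ratiometric fluorescence of a cleavable substrate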
# Her2 expr inh = inhibitors of Her2 protein expression, primary screen, SKBR-3 cells, AlphaScreen, 66K library. AID 645, 2007. Receptor tyrosine-protein kinase erbB-2 (Homo sapiens), P04626. HER2 level % of control, % at 10 µM. SKBR-3 HER2 protein level, 18-24 h; active compounds read low. 0.69% of 65,000 active;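 active = HER2 level under 5% of the carrier-only control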;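 note: 100% = DMSO carrier and 0% = 500 nM PU-H71 HSP90 inhibitor; lower value means stronger loss of Her2 protein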
# S1P3 agonist = human S1P3 receptor agonists, primary screen, cell-based, primary and confirmation, NFAT-BLA reporter | 0.1% of 60,000 active | Sphingosine 1-phosphate receptor 3 (Homo sapiens), Q99500 | S1P3 NFAT-BLA reporter cells, agonism, FRET ratio; relative to 1 µM S1P, basal subtracted | activation, % at 4.5 µM;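 active = activation above the screen-wide mean plus 3 SD, cut at about 4.5% in these data, passing the limit was not always enough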; note: some compounds called inactive have numbers as strong as hits
#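 Measure – % activation relative to 1 µM S1P (100%), per plate · System – stable CHO line with human S1P3, Gα16, NFAT-BLA reporter · Timing – cells plated overnight, compound 4 h 37 °C, substrate 2 h RT · Technique – fluorescent BLA substrate, ex 405 nm, em 460/535 nm ratio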
# Numbers without * were called inactive; nt = not tested or not shown; [ ] = remark or other dose.
SMILES,Autofluor 339,Abs 340nm,5HT1E antag,5HT1E ag,S1P1 ag-PAM,MMP-13 inhibitor,5HT1a antag,Her2 expr inh,S1P3 agonist
COc1ccc(-c2nc(NC(=O)c3cc(C(C)(C)C)nn3C)sc2C)cc1,1.5,1,-11,0.7,19,-8,21,85,2.7
CCOc1cc(C2C(C(=O)N3CCCCC3)=C(C)NC3=C2C(=O)CCC3)cc(Br)c1O (configuration not stated),2.5*,1.2,11,-0.8,2,-1,13,84,-1.1
CNC(=O)c1cc2ccccc2o1,1.1,1,2,-1.3,6,1,nt,119,-3.4
Cc1ccc(-c2cn3c(=S)[nH]nc3s2)cc1,1,1.1,-7,0.6,-2,11,-2,79,-2.2
COc1ccc(C(=O)CSC2=C(C#N)C3(CCCCC3)C(C#N)=C(N)N2)cc1,1.1,1.1,10,-0.8,1,-3,nt,40,-4.2
COC(=O)/C=C(\C)NC(=O)c1ccccc1Cl,1.1,1,5,-0.8,-46,2,-21,99,-0.5
Cc1cc(NC(=O)COn2nnc3ccccc32)no1,1.1,0.99,0,0.1,2,-2,5,98,-1.2
CCC1(C(=O)O)NC(c2cccc(OC)c2O)C2C(=O)N(c3ccccc3)C(=O)C21 (configuration not stated),1.1,1.1,-7,-1.1,-5,0,3,94,-0.5
N#Cc1nc(-c2ccc(OCc3ccccc3)cc2)oc1NCc1ccco1,2.4*,1.1,-14,-0.1,-16,-106[fluorescence artefact?],-23,115,0.0
CCOC(=O)CN(Cc1ccccc1)S(=O)(=O)c1ccc(NC(C)=O)cc1,1.1,0.99,-2,-0.8,nt,2,-5,80,nt
Cc1occc1C(=O)N1CCN(C(=O)C2CCCO2)CC1 (configuration not stated),1.1,1.1,-1,-0.8,-11,7,-4,73,-1.0
COC(=O)c1cc(-c2ccc(Br)cc2)on1,1.1,1.1,4,0.5,-14,3,9,76,-0.6
O=C(O)CCC(=O)Nc1nnc(C(F)(F)F)s1,1.1,1,8,-0.8,7,3,-4,105,-1.8
N#CC1=C(N)Oc2n[nH]c(-c3ccc(F)cc3)c2C1c1ccncc1 (configuration not stated),1.1,1,5,-0.2,0,-13,5,82,0.1
c1nc(NCCN2CCOCC2)c2c3c(sc2n1)CCCCC3,1.1,1,7,-0.3,-12,2,-3,99,0.1
Cc1ccc(C(=O)N(CN2CCCC2=O)c2ccc(F)cc2)cc1C,1.1,1,22,-0.8,12,0,20,92,-1.2
Oc1c(C(Nc2nc3ccccc3s2)c2ccco2)ccc2cccnc12 (configuration not stated),1.1,1,34*,-0.6,5,2,62*,34,-2.2
COc1cc(C2CC(=O)N3CN(Cc4ccco4)CSC3=C2C#N)ccc1OCc1ccccc1 (configuration not stated),1.1,1.1,-8,0.3,6,5,-4,103,-0.5
C/C=C(\C)c1nnc(NC(=O)C(C)C)s1,1.1,1,-4,-0.5,-26,2,-7,117,0.0
COc1ccc(C(=O)Nc2oc(-c3ccccc3)c(-c3ccccc3)c2C#N)cc1OC,1.1,1,28,-0.3,0,1,27,105,0.6
COc1cccc(/C=N/n2c(CO)nc3ccccc32)c1OC,1.2,1.1,-3,0.4,-43,2,-11,79,-0.2
Cc1cccc2c1nc(-c1ccccc1)n1cnnc21,1.1,1,4,-0.1,-24,0,-1,114,-0.2
O=C1CCc2nc3sc4c(c3c(=O)n2N1)CCCC4,1.1,1,-17,1.5,-18,0,-12,110,-1.1
COc1cccc(-c2nnc(SCC(=O)Nc3cc(C)ccc3OC)n2N)c1,1.1,0.99,-5,0.1,-9,4,-1,128,0.2
O=c1[nH]c(SCc2cccc(Cl)c2)nc2c1CCCC2,1.1,1,12,-0.3,nt,1,-10,80,nt
COC(=O)c1ccccc1NC(=O)Cn1cnc2c(cnn2-c2ccccc2)c1=O,1.1,1,-4,-1.3,9,-3,4,75,-0.8
CC1=C(C(=O)Nc2ccccc2C)C(c2ccc(C)o2)N2C(=O)CSC2=N1 (configuration not stated),1.1,1,1,0.1,-10,1,-8,108,-1.0
CCCCn1nnc(NC(=O)Cc2ccc(Cl)cc2)n1,1,0.98,-2,-0.7,-14,-2,-4,77,-1.0
CS(=O)(=O)N1CCC(C(=O)N2CCC(Cc3ccccc3)CC2)CC1,1.1,1,1,0.2,nt,6,-7,88,-0.2
Cc1nn(-c2ccccc2)c2sc(C(=O)N3CCOCC3)cc12,1.1,1,36*,0.7,9,-4,8,93,-0.3
CS(=O)(=O)NCc1nnc(SCC(=O)NC2CCCCC2)n1-c1ccc(F)cc1,1,0.97,11,-0.5,14,0,-14,97,-0.7
Cc1[nH]c2ccccc2c1C(=O)CN1CCC(C(N)=O)(N2CCCCC2)CC1,1.1,1,7,-0.1,nt,1,3,61,nt
CCCCn1cnc2sc3c(c2c1=N)CCCC3,1.1,1.1,-2,0.3,3,-3,3,92,-2.1
COc1ccc(N(CC(=O)NCc2cccs2)S(=O)(=O)c2cccnc2)cc1,1,1.1,1,0.5,-11,1,-2,109,-0.9
CCOC(=O)N1CCN(S(=O)(=O)c2cccc3nonc23)CC1,1.1,1.1,2,-0.4,nt,0,5,225,nt
O=C(NC1CCCCC1)N(CCN1CCOCC1)Cc1cc2cc3c(cc2[nH]c1=O)OCCO3,4.4*,1.1,5,-1.1,-24,-44,-16,127,-1.0
COC(=O)C1=C(C)N2C(=O)CSC2=NC1c1ccc2c(c1)OCO2 (configuration not stated),1,1.1,1,-0.7,-15,0,6,116,0.0
Cc1ccc(C2CC(c3cccc(C)c3)n3nc(N)nc3N2)cc1 (configuration not stated),1.2,1,-5,1.2,2,2,10,77,-1.1
COc1cccc(C2CC(c3ccc(C(C)C)cc3)n3nc(N)nc3N2)c1 (configuration not stated),1.1,1,4,1.1,-19,6,-8,92,0.0
Cc1nnc(C)n1/N=C/c1cccc(Oc2ccccc2)c1,1.1,0.99,6,-0.1,7,-1,-8,89,0.2
O=C(NC1CCCC1)C(c1ccc(N2CCOCC2)cc1)N(Cc1ccco1)C(=O)c1ccco1 (configuration not stated),1.1,1,0,-0.2,-2,4,-5,99,-0.8
COc1ccc(OC)c(S(=O)(=O)N2c3ccccc3CC2C)c1 (configuration not stated),1.1,1,14,-0.5,-7,3,21,100,-1.0
C=CCSc1nnc(NC(=O)c2cccc(S(=O)(=O)N3CCOCC3)c2)s1,1.1,1.2,10,-0.6,4,3,9,48,-1.2
COc1ccc(C)cc1NC(=O)c1cnc2sccn2c1=O,1.1,1.2,-4,0.2,-4,4,-12,91,-0.2
O=C(CCC1CCCCC1)Nc1c2c(nn1-c1ccc(F)cc1)CS(=O)C2 (configuration not stated),1,0.99,-12,-0.4,-1,0,14,159,0.0
O=S(=O)(CC(CN1CCCC1)N1CCCC1)c1ccc2ccccc2c1 (configuration not stated),1.1,1.1,4,-0.5,48,0,22,-13*,-1.7
COc1ccc(OC)c(S(=O)(=O)N2CCC(C(=O)N3CCN(Cc4ccccc4)CC3)CC2)c1,1.1,1,2,-0.2,12,-1,-13,105,-1.2
CCCC(=O)Nc1cc(C)c2c(=O)oc3ccccc3c2n1,1.1,1,12,1.3,-18,4,-32,86,-1.3
COCCn1nnnc1C(c1cccs1)N1CCN(c2nc3ccccc3s2)CC1 (configuration not stated),1.1,0.97,-1,0.0,-1,-8,14,86,-0.6
O=C(c1ccccc1)c1cccn1CC(=O)N1CCN(c2ccccc2)CC1,1.1,1,-11,-0.7,11,-2,14,110,-0.2
N=c1nc(N)nc2n1NC(c1ccc(F)cc1)=CS2,1.3,1,16,0.8,nt,1,4,85,nt
CC(=O)Nc1ccc(S(=O)(=O)NC2=NCN(CCOC(=O)c3ccccc3)CN2)cc1,1.1,1,-1,-0.8,-6,2,11,112,-1.5
O=C(COC(=O)c1ccccc1S(=O)(=O)N1CCCCC1)NCC(F)(F)F,1.2,1,29*,-0.6,12,-1,12,76,0.8
COC(=O)Nc1ccc(Oc2ccccc2)cc1,1,1,1,-1.3,3,3,1,75,-1.3
COc1ccccc1N(CC(=O)NC1CCCC1)C(=O)CCC(=O)Nc1cc(C)on1,0.99,0.99,-6,0.3,-13,-1,-5,102,-0.5
Cc1ccc(-c2ccc(=O)n(CC(=O)Nc3cccc(C(=O)N4CCN(C)CC4)c3)n2)cc1,1.2,1.1,-13,2.5,nt,-2,1,71,nt
O=C(COc1ccccc1Cl)NC(=O)NC1CCCC1,1,1,1,0.2,43,-5,-10,93,-0.8
CCN1C(=O)c2cccc3c(S(=O)(=O)Nc4ccccn4)ccc1c23,1.3,1.1,13,-0.7,-30,-2,3,125,0.5
c1ccc(CNc2nc3ccccc3n3cnnc23)nc1,1.1,1.1,23,0.1,-54,-2,4,120,1.4
CCn1cc(C(=O)NCC(=O)OC)c2cc(OC)c(OC)cc2c1=O,1.1,1.1,4,-0.3,nt,-4,2,nt,nt

# Next section:
SMILES,Autofluor 339,Abs 340nm,5HT1E antag,5HT1E ag,S1P1 ag-PAM,MMP-13 inhibitor,5HT1a antag,Her2 expr inh,S1P3 agonist
CCN(Cc1ccccc1)C(c1cccc(C#N)c1)c1nnnn1C(C)(C)C (configuration not stated),1,1,7,-1.0,15,2,44*,92,-0.9
CC(=O)c1cc2c(cc1NC(=O)CCCC(=O)O)OCO2,1.5,1,1,-0.6,10,0,-1,104,-0.7
COCCCNCCOCCOc1c(OC)cccc1OC,1.1,1.1,3,-0.3,-21,2,-1,87,-0.4
c1cc(C(c2nnnn2C2CCCC2)N2CCOCC2)ccn1 (configuration not stated),1.1,1,-2,0.8,5,1,2,104,-0.4
COc1ccc(S(=O)(=O)N2CCN(Cc3ccc4c(c3)OCO4)CC2)c2ccccc12,1.1,1,-1,1.1,17,1,-16,87,-1.6
Clc1ccc2[nH]c3c(NCC4CCCO4)ncnc3c2c1 (configuration not stated),2.5*,1.1,32*,0.2,35,-20,11,41,-0.3
CSC1=C(C#N)C(C)CC(=O)N1 (configuration not stated),1,1,-4,0.2,13,-2,nt,111,1.0
COCCn1c(CN2CCN(c3ccccc3F)CC2)nc2c1c(=O)n(C)c(=O)n2C,1,0.99,-10,-0.1,-8,3,2,114,-0.3
COc1ccccc1-c1cc(C(F)(F)F)nc(NCc2ccco2)n1,1.2,1.1,8,-0.7,nt,-1,36,61,nt
CCOC(=O)CN1C(=O)C(CC)Oc2ccccc21 (configuration not stated),1.1,1,-1,0.5,nt,-1,4,122,nt
COc1ccc(N2CCN(C(=O)c3ccc(NS(=O)(=O)c4ccccc4)cc3)CC2)cc1,1.1,1,0,1.0,-21,-2,-8,129,-0.7
